pAkt inh: Akt phosphorylation inhibition; Neuro2A IGF-stimulated pAkt S473 HTRF, 20 min; hits give low values; activity change, % for hits at 50 µM; hit rate 0.32% among 360,000; AID 651550; in the data active = activity change below about -80%; inconclusive = mostly about -51% to -80%; note: % is set by controls: 0 for no effect and ±100 for the full control effect
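Neuro2A cells (4,500/well, DMEM with 0.5% FBS) were treated with compound at a single 50 µM final concentration, stimulated with 6 nM IGF for 20 min at 37 °C, and lysed. Phospho-Akt Ser473 was read by HTRF as 665/615 ratio ×10^4.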
Mm-Cpn inhibitor: M. maripaludis TRiC chaperonin inhibition; purified Mm-Cpn ATPase, ADP Transcreener TR-FRET; Potency, µM (titrated, usually from 76.9 µM), for inactives: at the highest dose activity, negative = inhibition, hits mostly inhibitors; hit rate 0.031% among 330,000; note: potency is the fitted concentration of half-maximal effect; % is set by controls: 0 for no effect and ±100 for the full control effect; nearly all actives have a fitted effect of over 80% in size
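Measured: ADP formation by purified Mm-CPN. Conditions: 25 nM protein, 10 uM ATP, Tris pH 7.4 with Mg2+, K+ and DTT, 37°C for 30 min. Detection: Transcreener HTRF after 30 min at room temperature.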
S2 tox: reduces viability in counter-screen for ATXN expression inhibitors | S2 cells (HEK-293 line with an ATXN2-luciferase reporter) viability, CellTiter-Fluor protease fluorescence, 24 h | Potency, µM (series often up to 56.7 µM), actives largely listed as cytotoxic | hit rate 0.49% among 400,000; note: potency is the fitted concentration of half-maximal effect; nearly all actives have a fitted effect of over 40% in size
CCT modulator: modulators of cytosolic chaperonin (CCT/TRiC) activity; activity change, % (test concentration not listed), hits read low; purified chaperonin ATPase assay, HTRF ADP detection, 30 min; hit rate 0.3% among 360,000; AID 651819; in the data active = activity change below about -30%; note: % is set by controls: 0 for no effect and ±100 for the full control effect
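Enzyme 40 or 20 nM (batch-dependent) in Tris pH 7.4/KCl/MgCl2/DTT; cpd 76 uM single point; ATP 10 uM; 30 min 37 °C; Transcreener ADP HTRF detection, 30 min RT; ratio 665/615.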
Nrf2 block: Nrf2 pathway inhibition; A549 ARE-Fluc reporter, luciferase luminescence, 18-24 h; Potency, µM (top dose mostly 46 µM), inactives show at the top dose activity change, negative = inhibition, most hits filed as inhibitors; hit rate 2.1% among 360,000; AID 504444; note: potency is the fitted concentration of half-maximal effect; % is set by controls: 0 for no effect and ±100 for the full control effect; nearly all actives have a fitted effect of over 60% in size
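Nrf2 activity is the BugLite luminescence, read 15 min after reagent at room temperature, following CellTiter-Fluor cytotoxicity readout (30 min, 37C). Compound titrations were applied for 18-24 h to 5000 A549 ARE_Fluc cells/well in 5% FBS OPTI-MEM.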
HepG2 tox: HepG2 cytotoxicity, counter-screen for TGF-b inhibitors | HepG2 CAGA-GFP viability, ATP luminescence, 18 h | Potency, µM (titrated, usually from 46.1 µM), inactives show at the top dose activity change, negative = cytotoxicity, most hits filed as cytotoxic | hit rate 0.76% among 410,000 | AID 588856; note: potency is the fitted concentration of half-maximal effect; some results filed as inactive show a strong effect at the top dose
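CellTiter-Glo luminescence gave cytotoxicity after 18 hours at 37 degrees C. The cells were HepG2 CAGA-GFP in 1% FBS DMEM, stimulated with 500 pg/mL TGF-beta after compound addition. %Activity was normalised to no-cell wells (complete cell-killing) and DMSO (no toxicity), and curves were fitted and classified.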
TGFb inhibitor: inhibitors of TGF-b signaling; HepG2 CAGA-GFP TGF-b/SMAD3 reporter, GFP fluorescence, 18 h; TGF-beta stimulated, 500 pg/mL final; Potency, µM (titrated, usually from 46.1 µM), inactives show top-dose activity, negative = inhibition, usual class: inhibitors; hit rate 1.2% among 410,000; note: potency is the fitted concentration of half-maximal effect; % is set by controls: 0 for no effect and ±100 for the full control effect; nearly all actives have a fitted effect of over 65% in size
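Per well, imaged GFP fluorescence of HEPG2 CAGA-GFP cells gives the signal; cells get compound, then TGF-beta (500 pg/mL final), 18 h at 37 degrees C; %Activity versus -TGF-beta and +DMSO controls.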
A549 tox: kills or reduces viability of A549 cells in Nrf2 counter-screen | Potency, µM (doses to about 46 µM), without a hit: at the top dose activity change, negative = cytotoxicity, usual class: inhibitors | A549 ARE-Fluc cells, CellTiter-Fluor viability, 18-24 h | AID 504648 | hit rate 0.16% among 390,000; note: potency is the fitted concentration of half-maximal effect; % is set by controls: 0 for no effect and ±100 for the full control effect
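Cytotoxicity counterscreen: CellTiter-Fluor fluorescence was measured in A549 ARE_Fluc cells after 18-24 h of compound exposure in a concentration series. The subsequent BugLite luminescent read reports ARE-luciferase activity.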
Nrf2 activator: activates Nrf2 signaling; Potency, µM (doses to about 46.1 µM), for inactives: at the highest dose activation, actives largely listed as activators; AREc32 ARE-luciferase reporter (MCF7-derived line), luminescence, 24 h; hit rate 0.31% among 410,000; note: potency is the fitted concentration of half-maximal effect; % of control where 0% means no effect; nearly all actives have a fitted effect of over 65% in size
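AREc32 cells carrying an ARE-driven firefly luciferase, 1000 cells/well in OPTI-MEM with 5% FBS, dosed after overnight attachment and incubated 24 hr at 37 deg C. Steady-Glo luminescence read after 30 min at RT.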
* = called active by the depositor; i = inactive; ? = inconclusive; . = not tested or not shown; & = joins results of further samples; [ ] = another dose, or the depositor's remark. Unless noted, calls come from the whole dose curve; as a rule, active = well fitted curve in the direction sought with a large enough effect; inconclusive = small, poorly fitted or top-dose-only effect, or another doubt; inactive = no such curve, though single readings can be large; an effect the other way counts as inactive or inconclusive.

Value order – TGFb inhibitor, A549 tox, Nrf2 activator, pAkt inh, Mm-Cpn inhibitor, HepG2 tox, CCT modulator, S2 tox, Nrf2 block
> Cc1ccc(C(=O)N(Cc2nc3ccccc3c(=O)[nH]2)C2CCCC2)cc1
→ -9%, -5%, 2.8%[9.22 µM], i, 3%, -14%, 0.2, i, -6%
> CC(C)Cc1nnc(NC(=O)CN2C(=O)c3ccccc3C2=O)s1
→ 15%, 3%, -0.1%, i, 2%, 14%, -0.9, i, -12%
> CC(=O)Nc1ccc(OCc2cn(CC(=O)c3ccc(O)cc3)nn2)cc1
→ -24%, ., 0.0%, i, ., -8%, -0.8, i, .
> O=C1N(c2ccc(Cl)cc2)C(c2ccc(Cl)cc2)N2CCCN12 (configuration not stated)
→ ?, 2%, -1.0%, i, -1%, -9%, -0.6, i, 1%
> O=C(Nc1ccc(F)cc1)C1CCN(C(=O)NCc2ccccc2)CC1
→ 1%, 3%, 0.4%, i, 1%, -15%, -0.1, i, -23%
> CCN1CCN(Cc2ccc(NC(=O)c3ccc(C)c(NC(=O)c4ccno4)c3)cc2C(F)(F)F)CC1
→ 0%&-5%, 7%, 0.5%&-1.2%, i, 0%, -51%&-41%, -2.9&0.0, i, -7%
> CCc1ccc(C(=O)NN(C(=O)c2ccc(CC)cc2)C(C)(C)C)cc1
→ 0%, ?, -0.4%, i, 0%, -5%, 2.5, i, -6%
> COc1cccc2c1C(=O)c1c(O)c3c(c(O)c1C2=O)CC(O)(C(C)=NNC(=O)c1ccc(Cl)c(Cl)c1)CC3OC1CC(N)C(O)C(C)O1 (configuration not stated)
→ 1.1µM*, 12µM*, -1.5%, i, ., -106%, -3.0, ., ?
> O=C(c1ccc(N2CCCC2=O)cc1)N1CCOCC1
→ 0%, -3%, 0.1%, i, 2%, 0%, -7.4, i, 8%
> CCOC(=O)N1CCc2c(sc(NCc3ccc(N(C)C)cc3)c2C(=O)Nc2ccc(OC)cc2)C1
→ ?, 1%, 1.3%, ., ., -23%, ., ., .
> COc1ccc(CCNC(=O)Cn2cc(S(=O)(=O)Cc3ccccc3Cl)c3ccccc32)cc1OC
→ -28%, -3%, 6.3%, ., ., -12%, ., ., -29%
> O=C(Nn1c(SCc2cccc([N+](=O)[O-])c2)nc2ccccc2c1=O)c1ccccc1
→ -16%, -4%, 18%, i, 2%, -3%, -0.2, i, ?
> CCc1ccc(NC(=O)Cn2cnc3nc4c(cc3c2=O)CCCC4)cc1
→ -3%, 1%, 3.5%, ., ., 8%, ., i, .
> COc1ccc(OCCCN2CCCCCC2)cc1
→ 6%, 9%, -0.3%, i, 2%, -20%, -1.8, i, 12%
> CC(NC(=O)c1ccncc1)c1ccccc1 (configuration not stated)
→ -24%, 5%, -0.4%, i, 0%, -6%, 0.5, i, -8%
> CN1CCN(c2ncc3c(n2)CCN(Cc2ccccc2Cl)C3)CC1
→ 39%[activator], 9%, 0.6%, ., ., -7%, ., i, .
> Cc1cc(=O)oc2c3c(cc(OCC(=O)Nc4cccnc4)c12)OC(C)(C)CC3
→ 0%, 0%, 1.2%, i, -3%, -7%, -1.0, i, 1%
> O=C1C(=Cc2cccc(Cl)c2)Cc2ccccc21
→ -2%, ., 10µM*, i, ., -13%, -1.8, i, .
> COc1ccc(Cl)cc1NC(=O)N1CCN(C2CCCCC2)CC1
→ -13%, 9%, 0.0%, i, 0%, -1%, 1.5, i, 26%
> CS(=O)(=O)c1ccc(Cl)c(NC(=O)CSC(=S)N2CCCC2)c1
→ -11%, 0%, 2.6%, i, ., -33%, -2.0, i, 3%
> Cc1ccc(N(C(C)C(=O)Nc2cc(Cl)ccc2Oc2ccccc2)S(C)(=O)=O)cc1 (configuration not stated)
→ ?, 0%, 2.4%, i, 1%, -8%, 0.1, i, 21µM*
> O=C(NCCCCc1ccccc1)C1CC(c2ccccc2[N+](=O)[O-])=NO1 (configuration not stated)
→ -9%, 7%, 0.5%, i, -1%, -38%, -3.3, i, -4%
> O=C(CCC(=O)N1CCOCC1)c1ccc(F)cc1
→ -11%, 2%, -0.1%, i, -1%, 12%, 1.9, i, 11%
> O=C1OCCN1C(=O)[C@H]1[C@H](c2ccc([N+](=O)[O-])cc2)C(c2cccc(Cl)c2)=NN1c1ccc(Br)cc1
→ ?, -14%, 5.1%, i, 0%, -26%, -2.9, ?, -18%
> CCN(CC(=O)NCc1ccc(Cl)cc1)C(=O)CSc1ccc(Br)cc1
→ ?, 0%, 2.8%, i, 3%, 0%, -0.9, i, ?
> CC(=O)N1c2c(cc(Br)cc2S(=O)(=O)NCc2ccccc2Cl)CC1C (configuration not stated)
→ -20%, 5%, -1.1%, ., ., -25%, ., i, -4%[9.27 µM]
> COc1ccc(CNC(=O)CN(c2ccccc2)S(=O)(=O)N(C)C)cc1
→ -5%&2%, 1%&4%, 0.2%&0.0%, i, 1%, -2%&-4%, -3.3, i, 5%&5%
> Cc1cc(C(=O)COC(=O)CN(C)S(=O)(=O)c2ccc(Cl)cc2)c(C)n1Cc1cccs1
→ 8%, -4%, -0.8%, i, -5%, -8%, -4.9, ?, 21%
> COCCNc1nc(NCc2ccc(NC(C)=O)cc2)c2sccc2n1
→ -2%, ., 3.3%, i, ., -22%, 0.1, i, .
> COc1ccccc1NC(=O)CN1CCC(C(=O)c2ccc(F)cc2)CC1
→ 0%, -2%, 0.7%, i, 0%, -31%, -0.7, i, -14%
> O=C(CSC1=Nc2ccccc2C2=NC(CCC(=O)NC3CCCCC3)C(=O)N12)Nc1cccc(Cl)c1 (configuration not stated)
→ -11%, ?, 2.6%, ., ., -18%, ., i, ?
> Cc1c(CN2CCCCC2)c(O)n(CCCO)c(=O)c1C#N
→ 9%, 2%, -0.8%, i, -2%, -21%, -3.1, i, 6%
> CCCc1cc(=O)oc2cc(OCC(=O)NCCCN3CCCC3=O)ccc12
→ 7%, 7%, 0.2%, i, -3%, -21%, -1.6, i, -20%
> NC(=O)CC(NC(=O)Cc1ccc(Br)cc1)c1ccc(N2CCN(c3ccc(F)cc3)CC2)c([N+](=O)[O-])c1 (configuration not stated)
→ ?, -10%, 3.9%, i, 1%, 11µM*, -4.2, ?, -28%
> CCCc1cc(=O)n2[nH]c(C)c(-c3ccc(Cl)cc3)c2n1
→ ?, -22%, -2.3%, i, -2%, -46%, -0.4, ?, ?
> COc1ccc(-c2cc(C(F)(F)F)nc(NCc3ccc(F)cc3)n2)cc1
→ ?, 4%, 1.3%, ., ., -8%, ., i, 2%[9.27 µM]
> COc1cc(CNC(C)(C)CO)ccc1OCC(=O)NC(C)(C)C
→ -1%, ?, -0.5%, i, 1%, 3%, -1.5, ?, 15%
> COc1cccc(OCc2cc(/C=N/NC(=O)c3nc(Cl)c(Cl)c(N)c3Cl)ccc2OC)c1
→ -8%, -3%, 5.3%, i, -12%, -14%, -0.5, ?, .
> O=C(Nc1c(-c2ccccc2)nc2ccccn12)c1ccc(Br)cc1
→ ?, -14%, 0.7%, ., ., -22%, ., ?, -20%[9.27 µM]
> COc1ccc(-c2nc(CS(=O)CC(=O)NCc3ccccc3Cl)c(C)o2)cc1OC (configuration not stated)
→ -30%, -4%, 3.7%, ., ., -37%, ., ., 9%
> COc1ccc(-c2nc(=N)sn2-c2ccccc2)cc1
→ -2%, 0%, ., ., ., -21%, ., ., 24%
> COc1ccc(OC)c(NC(=O)Nc2nnc(COCCO)s2)c1
→ 1%, ., 0.3%[9.22 µM], i, ., -20%, -1.7, i, .
> Cn1c(SCC(=O)N2CCN(S(=O)(=O)c3ccc(Cl)cc3)CC2)nc2ccccc21
→ -13%, -14%, 2.7%, i, -5%, -16%, 0.7, i, -20%
> Cc1ccc(C(c2nnnn2Cc2ccccc2)N2CCN(Cc3ccccc3)CC2)cc1 (configuration not stated)
→ 0%, -11%, 0.2%, i, 1%, -1%, 0.9, ?, -14%
> O=C(OCC(=O)N(C1CCCCC1)C1CCCCC1)c1ccncc1
→ -6%, -5%, 0.3%, i, 0%, 1%, -1.8, i, -17%
> Cc1ccc(OCCCC(=O)N2CCN(S(=O)(=O)c3cccc(F)c3)CC2)cc1
→ -21%, -1%, -0.7%, i, 1%, -6%, -2.8, i, 4%
> Cc1ccc2cc(CN(CCCN3CCOCC3)C(c3nnnn3Cc3ccco3)C(C)C)c(=O)[nH]c2c1C (configuration not stated)
→ -25%, -18%, 8.7%, i, ., -18%, -1.7, i, -24%
> CC(=O)Nc1ccc(NC(=O)c2cccc(-c3cc4ccccc4oc3=O)c2)cc1
→ -15%, 1%, 5.2%, i, -1%, -28%, -11, i, ?
> CCOc1ccc(-c2nc3c(C#N)c[nH]n3c2NC2CCCC2)cc1
→ ?, -14%, 4.0%, ., ., -32%, ., i, ?
> COc1ccc(C2=CSC(/N=C/c3ccc(F)cc3)=NN2)cc1
→ -26%, -3%, 5.4%, i, 2%, -19%, 4.7, i, -12%
> COc1ccc(N2CCN(C3(c4ccccc4)C(=O)c4ccccc4C3=O)CC2)cc1
→ ?, -8%, 3.3%, ., ., -79%, ., i, -2%
> CC(C)(C)S(=O)N1Cc2cn(Cc3ccccc3)c(=O)cc2[C@H]1CCO (some centres not stated)
→ -3%, 7%, -0.8%, i, ., -3%, 0.0, i, -1%
> O=C1[C@@H]2[C@@H]3C[C@@H]([C@H]4ON=C(c5ccc(OCc6ccccc6)cc5)[C@@H]34)[C@@H]2C(=O)N1c1ccc2c(c1)OCO2
→ -3%, 10%, -0.3%, i, 1%, 11%, -1.2, i, 6%
> CS(=O)(=O)N(CC(=O)NCc1ccc2c(c1)OCO2)c1ccc(Cl)cc1
→ -4%, -1%, 0.3%, i, -2%, -22%, -1.7, i, 5%
> Cc1ccccc1CN(c1ccc(C(=O)Nc2ccccc2C(=O)N2CCCC2)cc1)S(C)(=O)=O
→ 5%, ., 0.3%, i, 2%, -7%, -2.4, i, -30%
